Mm-Cpn inhibitor: M. maripaludis TRiC chaperonin inhibition; actives 0.031% (n = 330,000); AID 504842; Potency, µM (top dose mostly 76.9 µM), without a hit: top-dose activity, negative = inhibition, most hits filed as inhibitors; purified Mm-Cpn ATPase, ADP Transcreener TR-FRET; also: potency is read from the fitted curve at half-maximal effect; % is scaled to controls: 0 for no effect and ±100 for the full control effect; nearly all actives have a fitted effect of over 80% in size
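Inhibition of chaperonin ATP hydrolysis is measured as reduced ADP production, detected by competitive TR-FRET in which signal falls with ADP. Final enzyme 25 nM and ATP 10 uM, reacted 30 min at 37°C.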
PI5P4Ka inh: PI5P4K alpha (human) kinase inhibition; actives 1.2% (n = 330,000); PI5P4Kalpha enzyme, ADP-Glo luminescence, 60 min; hits give low values; max response, %; AID 652105; active = max response of -50% or lower; inconclusive = between -30% and -50%; inactive = -30% or higher; also: value at the top dose of about 77 µM; % is scaled to controls: 0 for no effect and ±100 for the full control effect
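Reactions run in 0.038 M HEPES pH 7.4, 0.28 mM EGTA, 0.1% CHAPS and 5% DMSO, with PI5P4Kalpha, substrate, compound and 5 microM ATP final, one hour at room temperature. Readout is ADP-Glo luminescence.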
EPAC1 antagonist: antagonists of human EPAC1; O95398; EPAC1 GEF assay, Rap1b-BODIPY-GDP exchange fluorescence; Potency, µM (series often up to 115 µM), inactives show top-dose activity change, negative = inhibition, most hits filed as inhibitors; actives 0.14% (n = 360,000); AID 720709;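 also: potency is read from the fitted curve at half-maximal effect; plate controls were vehicle for no effect and positive control for full effect; nearly all actives have a fitted effect of over 50% in size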
CCT chaperon mod: modulators of cytosolic chaperonin (CCT/TRiC) activity; purified chaperonin ATPase assay, HTRF ADP detection, 30 min; activity change, % (concentration not given with the values), hits read low; actives 0.3% (n = 360,000); in the data active = activity change below about -30%; also: % is scaled to controls: 0 for no effect and ±100 for the full control effect
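First, chaperonin was dispensed at 40 nM or 20 nM final depending on batch activity. Next, compounds were pinned at 76 uM and ATP added at 10 uM. After 30 min at 37 °C, ADP detection reagents ran 30 min at ambient temperature.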
PLK1 PBD inh: blocks phosphopeptide binding to human PLK1 polo-box domain; P53350; AID 720504; Plk1 PBD binding of FITC phosphopeptide, fluorescence polarization; actives 2.8% (n = 360,000); Potency, µM, without a hit: max response, negative = inhibition, hits mostly inhibitors; also: potency is read from the fitted curve at half-maximal effect; series mostly up to about 57 µM; % is scaled to controls: 0 for no effect and ±100 for the full control effect; nearly all actives have a fitted effect of over 65% in size
EPAC2 antagonist: blocks human EPAC2 exchange factor; EPAC2 GEF exchange of Rap1B-BODIPY-GDP, fluorescence; Potency, µM (doses to about 114 µM), inactives show at the highest dose activity, negative = inhibition, most hits filed as inhibitors; Q8WZA2; actives 0.18% (n = 360,000); also: potency is read from the fitted curve at half-maximal effect; % is scaled to controls: 0 for no effect and ±100 for the full control effect; nearly all actives have a fitted effect of over 45% in size; many of its hits are not listed in these tables
EPAC1 agonist: agonists of human EPAC1. O95398. EPAC1 agonist qHTS, biochemical assay; response scale: 100% = response to 6.5 mM cAMP. Potency, µM (series often up to 154 µM), without a hit: top-dose activation, usual class: activators. actives 0.073% (n = 360,000); also: potency is read from the fitted curve at half-maximal effect; nearly all actives have a fitted effect of over 60% in size
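Fluorescent GDP-exchange assay: 100 nM EPAC1 with 250 nM Rap1B preloaded with BODIPY-GDP and 50 uM GDP; compounds tested as concentration series, 5 min at room temperature, then read every 5 min for 30 min (ex 480/em 540 nm); normalized to 6.5 mM cAMP.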
WRN inhibitor: WRN helicase (human) inhibition. AID 651768. Potency, µM (highest dose often 114 µM), inactives show at the highest dose activity change, negative = inhibition, most hits filed as inhibitors. actives 0.46% (n = 360,000). Q14191. WRN helicase unwinding, fluorescent forked duplex, kinetic; also: potency is read from the fitted curve at half-maximal effect; % is scaled to controls: 0 for no effect and ±100 for the full control effect; nearly all actives have a fitted effect of over 55% in size
Target sequence (Q14191 whole entry, looked up): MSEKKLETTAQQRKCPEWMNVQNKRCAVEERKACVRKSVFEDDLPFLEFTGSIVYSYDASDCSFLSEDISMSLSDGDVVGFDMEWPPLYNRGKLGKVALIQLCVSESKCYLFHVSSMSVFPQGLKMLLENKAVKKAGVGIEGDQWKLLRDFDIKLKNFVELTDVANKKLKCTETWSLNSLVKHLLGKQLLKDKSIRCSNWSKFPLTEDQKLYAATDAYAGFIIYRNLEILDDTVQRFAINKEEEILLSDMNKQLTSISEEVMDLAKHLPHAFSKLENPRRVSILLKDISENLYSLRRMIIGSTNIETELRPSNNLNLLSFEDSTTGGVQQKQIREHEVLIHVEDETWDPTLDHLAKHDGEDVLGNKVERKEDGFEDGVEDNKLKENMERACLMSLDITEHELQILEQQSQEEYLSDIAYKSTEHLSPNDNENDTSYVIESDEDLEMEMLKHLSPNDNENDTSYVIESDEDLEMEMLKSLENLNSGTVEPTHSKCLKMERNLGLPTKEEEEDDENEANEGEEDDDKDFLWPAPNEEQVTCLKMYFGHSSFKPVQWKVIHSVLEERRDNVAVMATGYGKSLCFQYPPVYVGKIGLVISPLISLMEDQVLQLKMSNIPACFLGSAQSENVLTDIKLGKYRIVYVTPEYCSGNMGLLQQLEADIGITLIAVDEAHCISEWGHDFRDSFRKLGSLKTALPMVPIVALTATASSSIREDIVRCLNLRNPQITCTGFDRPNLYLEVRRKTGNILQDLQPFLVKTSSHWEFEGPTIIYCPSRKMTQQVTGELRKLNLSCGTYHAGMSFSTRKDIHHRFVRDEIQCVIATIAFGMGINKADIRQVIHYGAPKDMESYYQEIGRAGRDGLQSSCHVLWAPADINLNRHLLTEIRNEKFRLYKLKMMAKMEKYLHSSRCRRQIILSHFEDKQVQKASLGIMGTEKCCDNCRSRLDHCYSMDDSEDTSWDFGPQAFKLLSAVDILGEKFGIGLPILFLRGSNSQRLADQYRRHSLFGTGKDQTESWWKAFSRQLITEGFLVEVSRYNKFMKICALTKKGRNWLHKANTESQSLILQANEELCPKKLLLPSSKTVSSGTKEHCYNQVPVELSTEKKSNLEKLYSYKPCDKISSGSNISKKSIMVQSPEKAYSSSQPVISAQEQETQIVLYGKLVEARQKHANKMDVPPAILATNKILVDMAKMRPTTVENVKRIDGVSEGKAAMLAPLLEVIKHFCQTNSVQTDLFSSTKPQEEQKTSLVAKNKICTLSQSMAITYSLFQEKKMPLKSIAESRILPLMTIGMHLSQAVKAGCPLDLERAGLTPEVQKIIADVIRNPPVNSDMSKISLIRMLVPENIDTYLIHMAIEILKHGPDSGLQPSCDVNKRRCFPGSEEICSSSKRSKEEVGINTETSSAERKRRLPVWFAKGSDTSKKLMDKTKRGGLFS
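WRN at 20 nM final was preincubated with compound for 15 min at room temperature; reaction started with 100 nM forked duplex oligonucleotide carrying fluorophore and quencher plus 2 mM ATP (final). Unwinding followed kinetically by red fluorescence (ex 525/em 598 nm).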
The depositor's hits bear a star; ? = inconclusive; . = not tested or not shown; [ ] = remark or other dose. Unless noted, calls follow the shape of the dose curve; as a rule, active = well fitted curve in the direction sought with a large enough effect; inconclusive = small, poorly fitted or top-dose-only effect, or another doubt; inactive = no such curve, though single readings can be large; an effect the other way counts as inactive or inconclusive. These rows are one share of the data (hit frequency here may not be typical).

SMILES	Mm-Cpn inhibitor	PI5P4Ka inh	EPAC1 antagonist	CCT chaperon mod	PLK1 PBD inh	EPAC2 antagonist	EPAC1 agonist	WRN inhibitor
Cc1ccc(C(=O)Nc2cccc(NC(=O)c3ccc(C)o3)n2)o1	-0.7%	1.2	1.7%	1.5	0.2%	4.7%	1.6%	0.5%
C/C(=N\NC(=O)c1ccc(N2CCCC2=O)cc1)c1ccncc1	0.9%	4.0	-6.0%	1.6	-15.1%	19.2%	5.9%	-25.1%
CCC(c1nnnn1Cc1ccco1)N(Cc1cc2cc(C)cc(C)c2[nH]c1=O)CC1CCCO1 (configuration not stated)	-1.9%	?	4.3%	-0.8	3.36µM*	-5.8%	1.6%	-19.8%
O=C(NCc1ccccc1)C(c1ccc(O)cc1)N(C(=O)c1cnccn1)c1ccccc1 (configuration not stated)	2.2%	4.3	-23.4%	1.6	0.6%	-4.3%	8.3%	-2.0%[57.1 µM]
CC(C)CCNC(=O)NC(=O)CSc1nnc(COc2ccccc2Cl)o1	-2.4%	4.0	-27.2%	0.9	-8.2%	-14.1%	-4.9%	-13.9%
CCC(c1nnnn1Cc1ccccc1)N1CCN(c2ccc(OC)cc2)CC1 (configuration not stated)	-9.9%	5.2	-21.3%	-7.0	-8.2%	-11.6%	13.0%	-3.1%
O=C(N/N=C/c1ccc(OCC2COCCO2)cc1)c1ccc(Br)cc1 (configuration not stated)	-4.7%	-1.6	-16.8%	-2.7	-10.1%	17.6%	-0.1%	2.0%
CC(C)(C)c1ccc(C(=O)Nc2ccc(S(=O)(=O)Nc3cnc4ccccc4n3)cc2)cc1	-0.3%	-14.5	?	-0.5	-24.8%	-20.7%	-7.2%	-0.1%[57.1 µM]
O=C(NCCN1C(=O)C2C3C=CC(C3)C2C1=O)Nc1ccc(Br)cc1 (configuration not stated)	-0.8%	2.4	-19.9%	-1.4	-6.6%	-9.1%	3.9%	0.3%
CCc1cccc2c(C#N)cn(CCOc3ccccc3OC)c12	-16.3%	26.4	-17.3%	-0.9	-3.4%	-1.4%	10.5%	0.0%
COc1ccccc1CNC(=O)C1=C(C)C(=O)OC12CCC(C)CC2 (configuration not stated)	0.8%	4.7	-11.2%	0.3	-13.6%	-6.1%	-3.9%	-8.2%
Cn1cccc1CC(=O)NNC(=S)Nc1ccc(F)cc1	-3.1%	-16.1	-5.7%	0.2	-21.3%	4.7%	1.6%	-7.1%
CCc1ccccc1NC(=O)c1ccc(NS(C)(=O)=O)cc1	-0.1%	1.1	-6.0%	1.4	-10.2%	9.0%	1.9%	-4.9%
COC(=O)c1ccc(NC(=O)C2CCCCC2C(=O)O)cc1 (configuration not stated)	0.3%	5.3	6.7%	0.9	1.1%	6.3%	0.5%	-6.0%
COc1cc(OC)cc(C(=O)NCc2ccc3[nH]c(C)cc3c2)c1	3.9%	-2.7	-3.8%	-0.9	0.1%	-2.7%	-2.9%	-2.2%
c1ccc(-c2csc(Nc3ccc4c(c3)OCCO4)n2)cc1	.	4.2	-18.7%	-2.9	0.0%	-2.6%	11.6%	8.1%
COc1ccc(N2C(=O)N3[C@H](c4cccc(C)c4)[C@@H]4C(=O)N(Cc5ccccc5)C(=O)[C@@H]4[C@]3(Cc3ccccc3)C2=O)cc1	1.4%	4.2	-1.6%	0.9	-6.3%	0.1%	-9.5%	-2.5%
COc1ccc(C2NC(=O)c3ccccc3O2)cc1 (configuration not stated)	-0.3%	2.0	16.4%	1.4	-3.0%	4.8%	6.3%	7.5%
CCNC(=O)CP(=O)(c1ccccc1)c1ccccc1	-0.7%	-3.4	-20.7%	2.8	-1.0%	-4.9%	4.6%	-15.8%
CCOc1cccc2sc(N(CCN(C)C)C(=O)c3ccc4ccccc4c3)nc12	-0.6%	2.1	-28.1%	0.5	-10.0%	-15.5%	2.1%	-2.5%
CSc1ccc(CNCc2ccc3c(c2)OCO3)cc1	-1.8%	-3.7	2.0%	-0.6	-10.1%	9.3%	4.5%	12.1%
CC1SC(c2ccccc2)N(CC(O)c2ccc([N+](=O)[O-])cc2)C1=O (configuration not stated)	1.6%	2.2	0.6%	-1.1	-19.1%	8.6%[57.1 µM]	-3.7%	10.0%
CCOc1ccc(-n2c([S-])c(C(=O)Nc3ccc(S(=O)(=O)N4CCOCC4)cc3)[n+]3cc(C(N)=O)ccc23)cc1	-6.4%	-3.9	-11.2%	3.2	-6.2%	1.2%	11.5%	-7.8%
Cc1cccc(-c2cc3nc(-c4ccccc4)cc(N4CCC5(CC4)OCCO5)n3n2)c1	-5.4%	35.7	-18.8%	-3.1	-1.2%	-5.7%	14.5%	-10.2%
COc1ccc(C(=O)C(C)OC(=O)c2cccc(S(=O)(=O)Nc3c(C)n(C)n(-c4ccccc4)c3=O)c2)cc1 (configuration not stated)	1.9%	3.3	0.3%	0.1	3.7%	-5.5%	6.6%	-6.8%
Cc1ccc(N=Nc2c(C)[nH][nH]c2=O)c(C)c1	-2.1%	-1.8	1.5%	0.7	0.3%	2.9%	-15.6%	1.9%
O=C(ON=C1CCN(S(=O)(=O)c2ccccc2)CC1)c1ccccc1	3.1%	-0.4	-1.7%	0.7	-5.0%	-0.8%	3.6%	10.9%
COc1ccc(S(=O)(=O)N2CCCCC2)cc1NC(=O)CSc1nccn1C	-1.4%	7.7	?	-3.0	-8.4%	-3.4%	-1.7%	5.0%
COc1ccc(NC(=O)O/N=C/c2ccncc2)cc1	-4.2%	-4.3	-7.8%	-3.2	?	-11.2%	0.5%	-3.3%
COCCCn1c(C)cc(C(=O)CN2c3cccc4cccc(c34)S2(=O)=O)c1C	-14.3%	-14.0	-2.7%	-3.2	-10.1%	-18.6%	6.8%	-2.7%
O=C(CC1C(=O)NCCN1Cc1ccc(F)cc1)NC1CCCCCCC1 (configuration not stated)	0.5%	0.9	?	0.0	-10.6%	0.7%	-13.1%	3.0%
CCCOC(=O)COC(=O)c1ccccc1NC(=O)c1ccccc1	?	5.1	1.7%	-3.1	8.2%	-15.8%	3.3%	-7.0%
CC1CCN(C(=O)c2ccc(Br)c(S(=O)(=O)N3CCOCC3)c2)CC1	0.9%	-0.1	7.8%	-3.1	-3.0%	11.9%	11.5%	-5.6%
c1ccc(-c2nn[nH]n2)nc1	1.1%	11.0	-4.2%	1.1	0.2%	10.4%	6.3%	0.5%
Cc1ccc(S(=O)(=O)NCC(C)NS(=O)(=O)c2ccccc2[N+](=O)[O-])cc1 (configuration not stated)	-1.0%	1.2	2.0%	-1.3	-28.1%	2.8%	20.0%	1.3%
C/C(=N/NC(=O)c1cc(-c2cccc([N+](=O)[O-])c2)n[nH]1)c1ccc(Cl)cc1	-18.1%	-3.9	2.0%	0.2	-3.7%	-0.2%	-1.9%	-7.3%[11.6 µM]
Cc1ccc(NC(=O)CCNC(=O)c2ccc(Br)cc2)cc1S(=O)(=O)N1CCOCC1	1.8%	3.3	-9.9%	-1.5	-0.9%	1.4%	-3.6%	-6.9%
CCCc1nc2nc(C)c(NS(=O)(=O)c3ccc4c(c3)CCCC4)c(=O)n2[nH]1	-2.2%	2.9	-0.4%	1.9	-3.4%	-4.2%	11.2%	-4.2%[57.1 µM]
COc1ccc(C(c2c(NC(=O)c3ccco3)sc(C)c2C)N2CCOCC2)cc1OC (configuration not stated)	-0.3%	2.7	-3.1%	-1.8	1.3%	-29.5%	3.9%	-0.9%
CN(CC(=O)Nc1ccc(Cl)c(Cl)c1)C(=O)CNC(=O)Cc1ccccc1	1.1%	1.1	-8.6%	-0.6	11.2%	?	-3.0%	-17.3%

Shown with two lines to a compound: part of the list above
Values run as follows: Mm-Cpn inhibitor | PI5P4Ka inh | EPAC1 antagonist | CCT chaperon mod | PLK1 PBD inh | EPAC2 antagonist | EPAC1 agonist | WRN inhibitor
c1ccc(-c2nn[nH]n2)nc1
→ 1.1% | 11.0 | -4.2% | 1.1 | 0.2% | 10.4% | 6.3% | 0.5%
Cc1ccc(S(=O)(=O)NCC(C)NS(=O)(=O)c2ccccc2[N+](=O)[O-])cc1 (configuration not stated)
→ -1.0% | 1.2 | 2.0% | -1.3 | -28.1% | 2.8% | 20.0% | 1.3%
C/C(=N/NC(=O)c1cc(-c2cccc([N+](=O)[O-])c2)n[nH]1)c1ccc(Cl)cc1
→ -18.1% | -3.9 | 2.0% | 0.2 | -3.7% | -0.2% | -1.9% | -7.3%[11.6 µM]
Cc1ccc(NC(=O)CCNC(=O)c2ccc(Br)cc2)cc1S(=O)(=O)N1CCOCC1
→ 1.8% | 3.3 | -9.9% | -1.5 | -0.9% | 1.4% | -3.6% | -6.9%

(list continues)
SMILES	Mm-Cpn inhibitor	PI5P4Ka inh	EPAC1 antagonist	CCT chaperon mod	PLK1 PBD inh	EPAC2 antagonist	EPAC1 agonist	WRN inhibitor
O=C(NCCc1c[nH]c2ccccc12)C(=O)NCC1OCCCN1S(=O)(=O)c1ccccc1 (configuration not stated)	0.7%	1.5	6.6%	-2.1	8.2%	-2.4%	2.6%	-18.1%
CCCn1c(SCC(=O)NCc2ccc(C)cc2)n[nH]c1=O	1.5%	2.1	-16.7%	1.0	0.0%	-7.3%	5.1%	-5.6%[57.1 µM]
CC1=C(C(=O)Nc2ccccc2)C(c2ccc(C)cc2)N=C(Nc2nc3ccccc3o2)N1 (configuration not stated)	-0.3%	.	6.6%	0.0	-12.5%	-1.4%	-3.8%	-5.0%
CCCNS(=O)(=O)c1ccc(CCC(=O)N2CCN(c3ccc(F)cc3)CC2)cc1	2.7%	-1.0	-13.0%	-0.6	-1.2%	-2.8%	2.5%	-14.2%
COc1ccc(-c2c(-c3cc(OC)cc(OC)c3)n(C)c3ccc(-c4cccc5[nH]ccc45)cc23)cc1	-16.2%	5.2	?	-0.9	-22.7%	2.8%	-13.1%	14.3%
CCOC(=O)C1(CCc2ccccc2)CCN(C(=O)CCc2cnn(C)c2)CC1	2.0%	3.0	3.1%	-3.1	-8.0%	-3.9%	12.5%	10.7%
CCOc1cc(/C=C2\SC(=O)N=C2N)ccc1O	-6.0%	-9.4	3.3%	-2.5	35.3%[activator]	6.0%	-10.5%	-28.8%
CCC(=O)N1CCc2cc(Br)cc(S(=O)(=O)N3CCCCCC3)c21	-1.0%	2.1	2.2%	-1.9	-9.3%	-6.6%	-5.0%	-7.6%
CC(=O)Nc1cccc(-c2ccnc3c2CC(C)(C(=O)Nc2cccc(OC(F)(F)F)c2)O3)c1 (configuration not stated)	.	-2.6	-20.0%	1.7	2.8%	-24.9%	-9.8%	-10.1%
CC(=O)NS(=O)(=O)c1ccc(NC(=S)NC(=O)C(C)(C)C)cc1	0.1%	.	-3.6%	-1.2	-8.9%	-2.1%	11.9%	5.8%

Compound activity from PubChem.
